High-throughput results (PubChem BioAssay)
V1R ag counter – V1a receptor agonism, counter-screen for OXTR agonists | P37288 | CHO-V1R cells, Fluo-8 calcium fluorescence, agonist mode; 0% DMSO, 100% 3 nM vasopressin | activation, % at 3 µM | 0.25% of 320,000 active | AID 2797;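 active = activation above the mean activation of all tested compounds plus 3 SD, per screening run, cut at about 20% in these data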;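 note: signal is peak over basal fluorescence ratio across a 100 second FLIPR read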
GalR3 antag – antagonists of human GalR3; HEK293 GalR3-CNG cAMP membrane potential fluorescence; galR3 body fused to GalR1 C-terminus; inhibition, % at 3 µM; AID 651719; O60755; 0.44% of 360,000 active;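 active = inhibition above the screen-wide average plus 3 SD, cut at about 13% in these data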;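 note: forskolin and galanin both at EC90 stimulate the cells; cAMP rise reported by CNG channel membrane potential dye signal; 0% = forskolin plus galanin with DMSO and 100% = forskolin alone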
Target sequence (O60755 1-299 limits assumed): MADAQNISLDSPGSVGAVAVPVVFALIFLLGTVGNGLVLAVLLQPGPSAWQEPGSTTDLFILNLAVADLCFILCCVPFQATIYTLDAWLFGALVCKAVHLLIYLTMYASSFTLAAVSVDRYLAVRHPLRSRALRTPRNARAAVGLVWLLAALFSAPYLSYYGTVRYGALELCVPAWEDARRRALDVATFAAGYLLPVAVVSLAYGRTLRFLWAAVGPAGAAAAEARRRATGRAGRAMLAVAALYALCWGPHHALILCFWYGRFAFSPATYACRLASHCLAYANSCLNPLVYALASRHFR
OXTR ag – human OXTR agonism | P30559 | CHO-OTR cells, Fluo-8 calcium fluorescence; normalized: DMSO 0%, oxytocin 100% | activation, % at 3 µM | 0.32% of 320,000 active | AID 2435;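 active = activation above the mean of all tested compounds plus 3 SD, cutoff set per screening run, cut at about 20% in these data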;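 note: peak over basal fluorescence ratio from a 100 s FLIPR kinetic read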
Target sequence (P30559 whole entry, looked up): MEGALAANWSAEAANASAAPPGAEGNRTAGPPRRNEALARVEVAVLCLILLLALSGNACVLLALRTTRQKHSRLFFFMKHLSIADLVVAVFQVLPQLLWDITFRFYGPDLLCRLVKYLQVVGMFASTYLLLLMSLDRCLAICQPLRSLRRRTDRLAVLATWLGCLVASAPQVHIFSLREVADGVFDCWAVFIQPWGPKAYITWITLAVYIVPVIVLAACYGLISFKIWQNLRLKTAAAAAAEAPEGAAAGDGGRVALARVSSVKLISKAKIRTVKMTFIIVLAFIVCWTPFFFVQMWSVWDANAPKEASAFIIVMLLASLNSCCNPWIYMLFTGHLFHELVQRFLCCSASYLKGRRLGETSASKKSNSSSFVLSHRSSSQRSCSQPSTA
* hit, by the source's call. These rows are one share of the data. The share of hits here may be higher or lower than overall.

Structure,V1R ag counter,GalR3 antag,OXTR ag
Cc1cccc(NS(=O)(=O)c2ccc(C(=O)NCC3(N4CCCCC4)CCCCC3)cc2)c1C,2.3,-2,5.9
C[C@H]1CN([C@@H](C)CO)C(=O)c2cccc(NC(=O)C3CC3)c2O[C@H]1CN(C)C(=O)Nc1ccc2c(c1)OCO2,0.5,2,1.9
COc1ccc(NC(=O)c2cc3ccccc3o2)cc1S(=O)(=O)N1CCCCC1,2.1,-6,0.9
CC1CC(C)CN(C(=O)COC(=O)c2cncc(Br)c2)C1 (stereo not drawn),0.7,-4,2.5
CC(=O)Nc1ccc(S(=O)(=O)NCCC(=O)OCC(=O)NCc2ccccc2)cc1,0.4,-8,1.2
O=C(COC(=O)CCC(=O)c1ccccc1)Nc1nnc(-c2ccccc2)o1,0.1,-2,-0.7
CN(CC(=O)Nc1cccc(F)c1)C(=O)c1ccc(N2CCCCCC2)c([N+](=O)[O-])c1,5.3,0,0.6
COc1ccc(NC(=O)COC(=O)Cc2ccsc2)c(OC)c1,-0.3,-5,-0.8
Cn1c(N)c(N2CCCCC2)c(=O)n(CC(=O)Nc2cccc(C#N)c2)c1=O,0.0,-4,1.4
Cc1ccc(S(=O)(=O)NCCC(=O)NC2CCCCC2)cc1,1.4,0,0.3
CN(CC(=O)Nc1ccc(F)cc1)C(=O)Cn1cnc2ccc(Cl)cc2c1=O,0.3,-6,0.4
NC(=O)CCN(C(=O)c1cccc(S(=O)(=O)N2CCc3ccccc32)c1)c1ccccc1,1.0,-5,0.3
COc1ccc(CCNC(=O)c2cccc(S(=O)(=O)NC(C)c3ccccc3)c2)cc1 (stereo not drawn),3.3,-5,1.2
Cc1ccc(S(=O)(=O)Nc2cccc(C(=O)N3CCN(c4ccccc4O)CC3)c2)cc1F,0.8,-3,0.0
COc1cc(OC)cc(C(=O)NCC(=O)OC2CCCCC2=O)c1 (stereo not drawn),0.6,-5,0.0
CCOC(=O)c1nn(-c2ccccc2)c(=O)cc1OCC(=O)Nc1cc(C)ccc1OC,0.6,-3,-0.2
Cc1cccc(NC(=O)CN2CCN(C(=O)c3oc4c(Cl)cccc4c3C)CC2)c1C,2.0,-5,0.0
CC(Oc1ccc(Br)cc1)C(=O)NC1CCCCCC1 (stereo not drawn),-0.9,-3,-2.7
CCc1ccc(NC(=O)C(C)OC(=O)/C=C/c2ccc(O)c(OC)c2)cc1 (stereo not drawn),34*,-5,45*
CCc1ccccc1NC(=O)CNC(=O)c1cc(C2CC2)nc2c1cnn2C(C)C,-1.2,-1,-1.6

Copied from the results shown (6 entries):
Structure,V1R ag counter,GalR3 antag,OXTR ag
COc1cc(OC)cc(C(=O)NCC(=O)OC2CCCCC2=O)c1 (stereo not drawn),0.6,-5,0.0
CCOC(=O)c1nn(-c2ccccc2)c(=O)cc1OCC(=O)Nc1cc(C)ccc1OC,0.6,-3,-0.2
Cc1cccc(NC(=O)CN2CCN(C(=O)c3oc4c(Cl)cccc4c3C)CC2)c1C,2.0,-5,0.0
CC(Oc1ccc(Br)cc1)C(=O)NC1CCCCCC1 (stereo not drawn),-0.9,-3,-2.7
CCc1ccc(NC(=O)C(C)OC(=O)/C=C/c2ccc(O)c(OC)c2)cc1 (stereo not drawn),34*,-5,45*
CCc1ccccc1NC(=O)CNC(=O)c1cc(C2CC2)nc2c1cnn2C(C)C,-1.2,-1,-1.6

Further structures follow:
Structure,V1R ag counter,GalR3 antag,OXTR ag
CC(=O)c1ccc(NC(=O)CSC2=NS(=O)(=O)c3cc(Cl)ccc3N2)cc1,-0.8,-2,-0.9
CCCCn1c(N)c(N(CC(C)C)C(=O)c2cc(-c3ccco3)nc3ccccc23)c(=O)[nH]c1=O,-1.3,0,-1.0
O=C1CC(C(=O)N2CCN(c3ccccn3)CC2)CN1Cc1ccccc1Cl (stereo not drawn),-0.3,-2,-0.3
CCOC(=O)c1cccc(OC(=O)CCNC(=O)c2ccc(Cl)cc2)c1,-0.4,-7,-2.6
CCC(C(=O)OCC(=O)N(CC)c1c(N)n(Cc2ccccc2)c(=O)[nH]c1=O)c1ccccc1 (stereo not drawn),-0.5,-1,0.9
COc1cc(OC)cc(C(=O)NNC(=O)c2cc(=O)[nH]c3ccccc23)c1,0.9,1,0.3
CCCCn1c(N)c(N(Cc2ccccc2OC)C(=O)C(C)Oc2ccc(F)cc2)c(=O)[nH]c1=O (stereo not drawn),-0.7,-2,-0.5
COC(=O)[C@]1(CC(C)C)N[C@H](c2ccc(-c3ccc(C(C)=O)cc3)cc2)[C@@H]2C(=O)N(C)C(=O)[C@@H]21,0.7,4,1.2
Cc1cc(=O)[nH]c(SCC(=O)Nc2ccc(N3CCCCC3)cc2)n1,1.4,-6,1.6
CCOc1ccc(C(=O)COC(=O)c2c(-c3ccccc3)noc2C)cc1,1.5,-1,0.2
CC(=O)O[C@H](CC(=O)O)C[N+](C)(C)C,0.6,-3,1.1
CCN(CC(=O)Nc1c(F)cccc1F)C(=O)c1ccc(Sc2nncn2C)c([N+](=O)[O-])c1,-0.1,1,-0.4
Cc1ccc(C(C)C)cc1OCC(=O)Nc1ccc(N2CCCCC2)cc1,-1.7,-4,-1.4
CN(CC(=O)Nc1ccc(Cl)cc1F)C1CCS(=O)(=O)C1 (stereo not drawn),1.5,-8,0.7
Cc1cc(C)cc(OCC(=O)OCC(=O)NC2CCCCCC2)c1,-1.3,-2,-1.8
COc1ccc(C(CNC(=O)c2ccc(-c3ccccc3Cl)o2)N2CCOCC2)cc1 (stereo not drawn),12,-4,11
CCOC(=O)c1c(NC(=O)CN2C(=O)C(=O)N(CC(C)C)C2=O)sc(C)c1CC,0.2,0,-1.2
CCC/C(C(=O)NCCO)=C1/c2ccccc2C(=O)N1c1ccccc1,1.3,-2,0.6
Nc1cc(Cl)ccc1C(=O)OCC(=O)NC1CCCCCCC1,-0.6,-7,-1.8
Cc1ccc(NC(=O)CSCC(=O)NCc2cccc(C(F)(F)F)c2)cc1,-0.3,-2,-1.6
CN(C(=O)COC(=O)c1cc2ccccc2cc1O)c1ccccc1,-0.1,-7,-2.3
ONC(=Nc1ccccc1Cl)c1c(F)cccc1F,2.8,-2,5.2
O=C(CN1CCN(C(=O)CNC(=O)c2ccc3c(c2)OCO3)CC1)Nc1ccccc1Cl,1.3,4,0.0
CN1C(C(=O)NCC2CC2)CC2Cn3c(nc4ccccc43)C21 (stereo not drawn),-0.2,0,-1.0
CCCCn1c(N)c(N(CCOC)C(=O)CSc2ccc([N+](=O)[O-])cc2)c(=O)[nH]c1=O,-0.2,-5,-0.2
Cc1ccc(C(=O)NNC(=O)c2ccc(Br)s2)cc1S(=O)(=O)N1CCOCC1,1.1,-1,0.6
COc1ccc(NS(=O)(=O)c2cccc(C(=O)NNC(=O)c3ccc(O)c(Cl)c3)c2)cc1,0.0,-7,0.2
CCc1ccc(CN(C)C(=O)c2cc(S(=O)(=O)N3CCN(CC)CC3)ccc2Cl)cc1,2.1,-2,0.2
Cc1cc(C(=O)Nc2cccc(-c3ccc(N4CCOCC4)nn3)c2)ccc1[N+](=O)[O-],-0.4,-1,-1.9
O=C(O)c1cc(NS(=O)(=O)c2cccs2)cc(NS(=O)(=O)c2cccs2)c1,0.9,-5,1.8
CC(NC(=O)COC(=O)c1ccc(CO)cc1)C1CC2CCC1C2 (stereo not drawn),0.0,-2,0.8
CC(NC(=O)COC(=O)c1nc(Cl)ccc1Cl)c1ccccc1 (stereo not drawn),-0.3,-6,-0.4
O=C1NCCn2nc3ccccc3c21,1.1,-4,1.2
Cc1ccc(NC(=O)COc2cccc3ccccc23)c(O)c1,-0.5,-4,-0.3
CSc1cccc2sc(NC(=O)C3=COCCO3)nc12,-0.3,0,-2.0
Cc1ccc(NC(=O)COC(=O)c2ccc(-n3cnnn3)cc2)c(Br)c1,0.6,0,0.2
Cc1ccc(C)c(NC(=O)COC(=O)c2cc3ccccc3oc2=O)c1,-0.2,-6,-1.4
Cc1ccc(C(C)NC(=O)c2cccnc2)cc1 (stereo not drawn),1.0,-2,-0.7
O=C(CS(=O)(=O)c1ccc(F)cc1)Nc1nnc(-c2ccccc2Cl)o1,-0.8,-2,0.4
Cc1cc(Cn2nnc(-c3ccc(Br)cc3)n2)cc(C)c1O,0.9,-5,0.1
CCc1ccc(NC(=O)COc2coc(CN3CCN(c4ccccc4)CC3)cc2=O)cc1,4.0,-2,2.3
CC1CN(C(=O)c2ccc(-c3cccc(C(F)(F)F)c3)o2)CC(C)O1 (stereo not drawn),-1.7,-4,-2.6
CCOc1cccc2sc(N(CCN(CC)CC)C(=O)c3cccc(N4C(=O)CCC4=O)c3)nc12,-0.7,-4,0.5
CCN1CCN(S(=O)(=O)c2ccc(Cl)c(C(=O)N(C)CCOc3ccc(Cl)cc3)c2)CC1,6.5,-7,6.4
CCN1C(=O)[C@H]2[C@@H](c3ccc(-c4ccccc4)c(OC)c3)N[C@@](Cc3ccccc3)(C(=O)OC)[C@H]2C1=O,0.4,-3,1.5
C/C(=N\NC(=O)C(O)c1ccccc1)c1ccc(C)s1 (stereo not drawn),-1.1,1,-1.5
CSc1cccc(N2CC(C(=O)N(CC(C)C)c3c(N)n(Cc4ccccc4)c(=O)[nH]c3=O)CC2=O)c1 (stereo not drawn),0.2,-1,-1.0
COc1cccc(OC)c1C(=O)Nc1ccccc1Sc1ccccc1,2.0,-6,-1.8
COc1ccccc1N(CC(=O)NC1CCCCC1C)S(=O)(=O)c1cccs1 (stereo not drawn),-0.7,-6,-2.0
COc1ccc(NC(=O)COC(=O)CNC(=O)c2cccs2)cc1Cl,1.5,-3,2.0

(cont.)
Structure,V1R ag counter,GalR3 antag,OXTR ag
Cc1cc(Br)c(NC(=O)COC(=O)c2ccc[n+]([O-])c2)c(Br)c1,0.9,-5,2.2
CCCCC(=O)Nc1nnc(SCC(=O)NCC2CCCO2)s1 (stereo not drawn),0.1,-7,0.0
Cc1ccc(C2(C)NC(=O)N(CC(=O)N3CCN(S(=O)(=O)c4cccc([N+](=O)[O-])c4)CC3)C2=O)cc1 (stereo not drawn),0.6,-5,0.8
CC(C)CN(C(=O)COC(=O)c1cccnc1Cl)c1c(N)n(Cc2ccccc2)c(=O)[nH]c1=O,-1.9,0,-0.3
CC1(c2ccccc2)NC(=O)N(CC(=O)N2CC(=O)Nc3ccccc32)C1=O (stereo not drawn),1.1,-6,1.6
CCOc1cc(N2CCOCC2)c(OCC)cc1NC(=O)c1nn(CC)c(=O)c2ccccc12,0.7,3,0.6
CCCCc1ccc(NC(=O)CSc2nc(=O)n(CCN(CC)CC)c3c2CCC3)cc1,0.2,-5,1.6
Cc1nnc(SC(C)C(=O)NC2CCCCC2C)s1 (stereo not drawn),-0.4,-2,0.5
O=C(COC(=O)c1cc(Cl)cc(Cl)c1)NCc1ccco1,-0.5,-5,-1.9
CC(C)(C)OC(=O)N[C@H](C(=O)OC(C)(C)C)c1ccc2c(c1)OCO2,-1.1,-3,-2.1
CC(=O)c1ccc(S(=O)(=O)N2CCN(CCOc3ccccc3)CC2)cc1,1.9,-4,3.7
COc1ccc(NS(=O)(=O)c2cc(NC(=O)COc3ccccc3F)ccc2OC)cc1,4.5,-5,6.5
CCCCn1nc(C(=O)Nc2ccc3c(c2)OCO3)c2ccccc2c1=O,-1.9,-9,-2.0
Cc1nn(CC(=O)NCCCN2CCCC2=O)c(C)c1[N+](=O)[O-],0.6,-6,0.4
CCOc1ccc(NC(=O)CN(C)C(=O)CC(NC(=O)c2ccccc2)c2ccccc2)cc1OCC (stereo not drawn),0.2,-1,-0.8
Cc1ccc(NC(=O)CN(C)C(C)C(=O)N2CC(C)CC(C)C2)cc1 (stereo not drawn),0.6,-3,0.1
Cc1ccc(C(=O)Nc2cc(Cl)ccc2-n2cncn2)o1,-1.1,0,-0.1
O=C(O)c1cccc2c1C(=O)c1ccc(N3CCCC3)cc1S2(=O)=O,7.8,1,7.4
C=CCNc1nc(C(=O)OCC(=O)c2ccc(OC)cc2OC)cs1,0.7,-2,0.0
CN(CC(=O)Nc1ccc(Cl)c(C(F)(F)F)c1)C(=O)c1ccc2c(c1)OCCO2,0.4,-4,-0.2

Entries of single compounds from above:
Listed for C=CCNc1nc(C(=O)OCC(=O)c2ccc(OC)cc2OC)cs1 → V1R ag counter: 0.7; GalR3 antag: -2; OXTR ag: 0.0
Listed for CCCCc1ccc(NC(=O)CSc2nc(=O)n(CCN(CC)CC)c3c2CCC3)cc1 → V1R ag counter: 0.2; GalR3 antag: -5; OXTR ag: 1.6

Following part.
Structure,V1R ag counter,GalR3 antag,OXTR ag
COc1ccc(CC(=O)OCC(=O)NCCNC(=O)COC(=O)Cc2ccc(OC)cc2)cc1,-0.6,-3,-1.2
Cc1ccc(S(=O)(=O)N(C)c2ccc(OCC(=O)NCC3(N(C)C)CCCCC3)cc2)cc1,0.7,-5,1.2
COC(=O)c1cc(COC(=O)CNC(=O)c2ccc(Br)cc2)oc1C,4.0,-5,4.0
CN(C(=O)COC(=O)c1cc(S(=O)(=O)N2CCOCC2)ccc1F)C1CCS(=O)(=O)C1 (stereo not drawn),0.6,-2,-1.2
CC(C)N1CCN(c2ccc(OC[C@H]3CO[C@](Cn4cncn4)(c4ccc(Cl)cc4Cl)O3)cc2)CC1,1.1,-4,2.3
CCCc1nc2c(s1)CCc1onc(-c3cccc([N+](=O)[O-])c3)c1-2,-0.6,-4,-0.7
